All columns: NCI-60 one-dose screen, growth in % after 48 h at 10 µM unless noted; 100 = growth as untreated, 0 = no growth, -100 = all killed.
NCI-H322M: NCI-H322M lung cancer; 2.7% of 80,000 active
HT29: HT29 colon cancer. 7.4% of 81,000 active. AID 1794748
A498: A498 renal cancer cells; 5.4% of 76,000 active
RXF 393: RXF 393 renal cancer cells; 6.9% of 77,000 active; AID 1794773
COLO 205: COLO 205 colon cancer; 7.3% of 79,000 active; AID 1794742
NCI-H226: NCI-H226 lung cancer; 3.5% of 79,000 active
NCI-H460: NCI-H460 lung cancer; AID 1794736; 6.8% of 82,000 active
NCI-H23: NCI-H23 lung cancer; 4% of 80,000 active; AID 1794731
NCI-H522: NCI-H522 lung cancer. 8% of 78,000 active. AID 1794739
* hit, by the source's call; [ ] = dose if it differs, or a comment. Rule for the calls: active = growth percent below 10; inactive = the rest.

How did CCOC(=O)C(C(=O)OCC)P(=S)(S)c1ccccc1 (stereo not given) do in these assays?
NCI-H322M: 111; HT29: 106; A498: 91; RXF 393: 108; COLO 205: 102; NCI-H226: 99; NCI-H460: 108; NCI-H23: 103; NCI-H522: 92

Results for Cc1ccc(C[N+](C)(C)C)cc1 ?
NCI-H322M: 104; HT29: 107; A498: 88; RXF 393: 119; COLO 205: 109; NCI-H226: 103; NCI-H460: 103; NCI-H23: 123; NCI-H522: 91

How did COC(=O)C1C(=O)n2c(c(C)c3ccccc32)[C@@]2(C)CCC[C@H]1C2 (stereo not given in full) do in these assays?
NCI-H322M: 97; HT29: 106; A498: 90; RXF 393: 100; COLO 205: 108; NCI-H226: 100; NCI-H460: 105; NCI-H23: 102; NCI-H522: 91

How did CCOc1cc(C=C2C(=O)NC(=S)NC2=O)ccc1O do in these assays?
NCI-H322M: 110; HT29: 118; RXF 393: 111; COLO 205: 132; NCI-H226: 98; NCI-H460: 115; NCI-H23: 101; NCI-H522: 96

Results for CCCCN(CCCC)N=O ?
NCI-H322M: 103; HT29: 113; A498: 95; RXF 393: 112; COLO 205: 103; NCI-H226: 106; NCI-H460: 105; NCI-H23: 96; NCI-H522: 99

How did C#CCOC(=O)CCN1CC1 do in these assays?
NCI-H322M: 109; HT29: 103; A498: 91; RXF 393: 114; COLO 205: 114; NCI-H226: 95; NCI-H460: 111; NCI-H23: 100; NCI-H522: 97

How did CCOC(=O)/C=C(/OP(=O)(OCC)OCC)c1ccccc1 do in these assays?
NCI-H322M: 101; HT29: 98; A498: 78; COLO 205: 108; NCI-H226: 99; NCI-H460: 106; NCI-H23: 96; NCI-H522: 88

Results for COc1cc(C2=NN(c3ccccc3)C(c3sc(N(CCCl)CCCl)nc3Cl)C2)cc(OC)c1OC (stereo not given) ?
NCI-H322M: 91; HT29: 84; A498: 93; RXF 393: 106; COLO 205: 91; NCI-H226: 82; NCI-H460: 92; NCI-H23: 92; NCI-H522: 69

How did CC(C)(Cl)C(N)=O do in these assays?
NCI-H322M: 101; HT29: 110; A498: 136; RXF 393: 115; COLO 205: 116; NCI-H226: 95; NCI-H460: 114; NCI-H23: 96; NCI-H522: 108

How did CCOP(=O)(OCC)/C(C#N)=C/c1cccn1N(C)C do in these assays?
NCI-H322M: 110; HT29: 96; A498: 82; RXF 393: 104; COLO 205: 111; NCI-H226: 95; NCI-H460: 88; NCI-H23: 107; NCI-H522: 80

Results for COc1ccc(C2=NN(c3ccccc3)C(c3sc(N(CCCl)CCCl)nc3Cl)C2)cc1 (stereo not given) ?
NCI-H322M: 93; HT29: 73; A498: 122; RXF 393: 110; COLO 205: 92; NCI-H226: 76; NCI-H460: 99; NCI-H23: 77; NCI-H522: 71

How did Oc1cc[c]([Hg][Cl])cc1 do in these assays?
NCI-H322M: 93; HT29: 100; A498: 107; RXF 393: 116; COLO 205: 130; NCI-H226: 113; NCI-H460: 89; NCI-H23: 88; NCI-H522: -47*

How did CC[C@H](c1cccc(O)c1)[C@@H](C)CN(C)C do in these assays?
HT29: 99; A498: 120; RXF 393: 109; COLO 205: 109; NCI-H226: 102; NCI-H460: 106; NCI-H23: 96

Results for COc1c(C(C)(C)C)cc([N+](=O)[O-])c(C)c1[N+](=O)[O-] ?
NCI-H322M: 116; HT29: 100; A498: 86; RXF 393: 89; COLO 205: 105; NCI-H226: 93; NCI-H460: 109; NCI-H23: 113; NCI-H522: 119

How did O=[N+]([O-])CC(c1ccco1)c1c(-c2ccccc2)[nH]c2ccccc12 (stereo not given) do in these assays?
NCI-H322M: 84; HT29: 95; A498: 89; RXF 393: 94; COLO 205: 100; NCI-H226: 94; NCI-H460: 98; NCI-H23: 86; NCI-H522: 71

How did CC(C)(C(Cl)(Cl)[N+](=O)[O-])C(Cl)(Cl)[N+](=O)[O-] do in these assays?
NCI-H322M: 99; HT29: 98; A498: 97; RXF 393: 108; COLO 205: 99; NCI-H226: 90; NCI-H460: 100; NCI-H23: 100; NCI-H522: 60

How did COc1cc2c(=O)n(C3CCCCCCC3)c3c4cc[nH]c4ncc3c2cc1OC do in these assays?
NCI-H322M: 35; HT29: 67; A498: 4.9*; RXF 393: 19; COLO 205: 59; NCI-H226: 18; NCI-H460: 14; NCI-H23: 57; NCI-H522: 49

How did CC(C)(c1ccccc1)c1ccc(O)cc1 do in these assays?
NCI-H322M: 101; HT29: 102; A498: 92; RXF 393: 107; COLO 205: 109; NCI-H226: 95; NCI-H460: 114; NCI-H23: 90

What do the screens show for `N#CCCCCl`?
NCI-H322M: 108; HT29: 107; A498: 113; RXF 393: 113; COLO 205: 108; NCI-H460: 110; NCI-H23: 109; NCI-H522: 108

Results for O=C(NCCCCCCN1CC1)Nc1ccccc1 ?
NCI-H322M: 113; HT29: 98; A498: 79; RXF 393: 95; COLO 205: 101; NCI-H226: 98; NCI-H460: 99; NCI-H23: 93; NCI-H522: 99

3 structures out of the list, sorted by SMILES length, highest first:
How did COc1cc2c(=O)n(C3CCCCCCC3)c3c4cc[nH]c4ncc3c2cc1OC do in these assays?
NCI-H322M: 35; HT29: 67; A498: 4.9*; RXF 393: 19; COLO 205: 59; NCI-H226: 18; NCI-H460: 14; NCI-H23: 57; NCI-H522: 49

How did CC(C)(c1ccccc1)c1ccc(O)cc1 do in these assays?
NCI-H322M: 101; HT29: 102; A498: 92; RXF 393: 107; COLO 205: 109; NCI-H226: 95; NCI-H460: 114; NCI-H23: 90

How did Oc1cc[c]([Hg][Cl])cc1 do in these assays?
NCI-H322M: 93; HT29: 100; A498: 107; RXF 393: 116; COLO 205: 130; NCI-H226: 113; NCI-H460: 89; NCI-H23: 88; NCI-H522: -47*

The list goes on:
Results for O=C(NCCCNCCCCCCCNCCCNC(=O)C1CCC2(CC1)OOC1(O2)C2CC3CC(C2)CC1C3)C1CCC2(CC1)OOC1(O2)C2CC3CC(C2)CC1C3 (stereo not given) ?
NCI-H322M: 91; HT29: 85; RXF 393: 95; COLO 205: 93; NCI-H226: 93; NCI-H460: 95; NCI-H23: 94; NCI-H522: 90

How did CCC(=O)Nc1ccccc1 do in these assays?
NCI-H322M: 96; HT29: 91; A498: 86; RXF 393: 129; COLO 205: 101; NCI-H226: 106; NCI-H460: 109; NCI-H23: 106; NCI-H522: 77

What do the screens show for `C[C@]12CC[C@H]3[C@@H](CC=C4c5nc(-c6cccc(Cl)c6)sc5CC[C@@]43C)[C@@H]1CC[C@@H]2O`?
NCI-H322M: 84; HT29: 82; A498: 92; RXF 393: 38; COLO 205: 107; NCI-H226: 112; NCI-H460: 92; NCI-H23: 86; NCI-H522: 86

How did N#Cc1cccnc1 do in these assays?
NCI-H322M: 115; HT29: 104; A498: 124; RXF 393: 110; COLO 205: 123; NCI-H226: 106; NCI-H460: 113; NCI-H23: 106; NCI-H522: 99

How did CC[N+](C)(C)CCC(C(N)=O)(c1ccccc1)c1ccccc1 do in these assays?
NCI-H322M: 109; HT29: 108; A498: 90; RXF 393: 107; COLO 205: 109; NCI-H226: 93; NCI-H460: 102; NCI-H23: 110; NCI-H522: 100

Results for CCCCCC(C)NC (stereo not given) ?
NCI-H322M: 100; HT29: 100; A498: 110; RXF 393: 107; COLO 205: 111; NCI-H226: 95; NCI-H460: 114; NCI-H23: 93; NCI-H522: 95

How did O=C(O)C(O)C(O)C1[O][Sb]([c]2ccc([N+](=O)[O-])cc2)[O]C1CO (stereo not given) do in these assays?
NCI-H322M: 102; HT29: 101; A498: 84; COLO 205: 115; NCI-H226: 93; NCI-H460: 100; NCI-H23: 101; NCI-H522: 95

Results for CC(=O)OC1CCC2C3CC4C(F)(F)C45C=CCCC5(C)C3CCC12C (stereo not given) ?
NCI-H322M: 121; HT29: 99; A498: 76; RXF 393: 92; COLO 205: 122; NCI-H226: 101; NCI-H460: 104; NCI-H23: 96; NCI-H522: 107

What do the screens show for `C#Cc1cccc(Oc2ccc(NS(=O)(=O)F)cc2)c1`?
NCI-H322M: 102[8.25 µM]; HT29: 99[8.25 µM]; A498: 87[8.25 µM]; RXF 393: 109[8.25 µM]; COLO 205: 115[8.25 µM]; NCI-H226: 76[8.25 µM]; NCI-H460: 98[8.25 µM]; NCI-H23: 107[8.25 µM]; NCI-H522: 60[8.25 µM]

How did CCNc1nc(Cl)nc(NCC)n1 do in these assays?
NCI-H322M: 100; HT29: 107; A498: 96; COLO 205: 102; NCI-H226: 90; NCI-H460: 102; NCI-H23: 111; NCI-H522: 105

Filtered by structure, the compounds so far with an NH in an aromatic ring (2)
How did O=[N+]([O-])CC(c1ccco1)c1c(-c2ccccc2)[nH]c2ccccc12 (stereo not given) do in these assays?
NCI-H322M: 84; HT29: 95; A498: 89; RXF 393: 94; COLO 205: 100; NCI-H226: 94; NCI-H460: 98; NCI-H23: 86; NCI-H522: 71

How did COc1cc2c(=O)n(C3CCCCCCC3)c3c4cc[nH]c4ncc3c2cc1OC do in these assays?
NCI-H322M: 35; HT29: 67; A498: 4.9*; RXF 393: 19; COLO 205: 59; NCI-H226: 18; NCI-H460: 14; NCI-H23: 57; NCI-H522: 49

New compounds follow
What do the screens show for `C[C@@]12CC[C@@H](O)C[C@@H]1CC[C@H]1[C@H]2CC[C@@]2(C)[C@H](c3ccc(=O)oc3)CC[C@@]12O`?
NCI-H322M: -45*; HT29: -67*; A498: -30*; RXF 393: -40*; COLO 205: -68*; NCI-H226: -92*; NCI-H460: -79*; NCI-H23: -50*; NCI-H522: -26*

Results for COC(=O)C1CN1/C(C)=N/N=C1\C(=O)Nc2ccccc21 (stereo not given) ?
NCI-H322M: 105; HT29: 111; A498: 100; RXF 393: 116; COLO 205: 130; NCI-H226: 104; NCI-H460: 104; NCI-H23: 102; NCI-H522: 95

How did CN1C(=O)C(Cc2ccccc2)C(=O)N(C)C1=O do in these assays?
HT29: 101; A498: 101; RXF 393: 105; COLO 205: 120; NCI-H226: 98; NCI-H460: 115; NCI-H23: 108; NCI-H522: 102

What do the screens show for `CC(C)[C@H](NC(=O)[C@H]1CCCCN1C)C(=O)N(C)[C@H](CC(=O)c1nc(C(=O)N[C@@H](Cc2ccccc2)C[C@H](C)C(=O)O)cs1)C(C)C`?
NCI-H322M: 105; HT29: 100; A498: 107; RXF 393: 94; COLO 205: 111; NCI-H226: 93; NCI-H460: 107; NCI-H23: 103; NCI-H522: 27

Results for CCCc1ccccn1 ?
NCI-H322M: 106; HT29: 96; A498: 106; RXF 393: 106; COLO 205: 101; NCI-H226: 106; NCI-H460: 105; NCI-H23: 103; NCI-H522: 100

How did Clc1cccc(Cl)c1NC1=NCCS1 do in these assays?
NCI-H322M: 108; HT29: 101; A498: 84; RXF 393: 108; COLO 205: 118; NCI-H460: 105; NCI-H23: 101; NCI-H522: 94

What do the screens show for `C/C(=N/OC(=O)N(C)C)c1ccc([N+](=O)[O-])cc1`?
NCI-H322M: 106; HT29: 108; A498: 110; RXF 393: 109; COLO 205: 109; NCI-H226: 108; NCI-H460: 106; NCI-H23: 107; NCI-H522: 103

How did C=C[C@H]1CN2CC[C@H]1C[C@@H]2[C@H](O)c1ccnc2ccccc12 do in these assays?
NCI-H322M: 102; HT29: 105; A498: 92; RXF 393: 107; COLO 205: 100; NCI-H226: 108; NCI-H460: 107; NCI-H23: 97; NCI-H522: 105

What do the screens show for `Oc1cc(N2CC2)c(O)cc1N1CC1`?
NCI-H322M: 20; HT29: 1.5*; A498: -75*; RXF 393: -78*; COLO 205: -73*; NCI-H226: -16*; NCI-H460: -15*; NCI-H23: -38*; NCI-H522: -75*

How did CCN(c1nncs1)P(=O)(N1CC1)N1CC1 do in these assays?
NCI-H322M: 113; HT29: 103; A498: 93; RXF 393: 103; COLO 205: 116; NCI-H226: 100; NCI-H460: 85; NCI-H23: 99; NCI-H522: 92

How did O=P(Oc1ccccc1)(Oc1ccccc1)c1ccccc1 do in these assays?
NCI-H322M: 81; HT29: 91; A498: 105; RXF 393: 99; COLO 205: 112; NCI-H226: 93; NCI-H460: 104; NCI-H23: 104; NCI-H522: 89

Compound activity (PubChem BioAssay)

This is a subset; rates above refer to the full screens.
